Compound activity deposited in PubChem BioAssay by several laboratories.
FadD28 binding: M. tuberculosis FadD28 bisubstrate binding inhibition | FadD28 bisubstrate probe binding, fluorescence polarization | inhibition, % at 12.5 µM | 360,000 compounds, 0.22% hits | AID 588549; in the data active means inhibition above about 8.5%, passing the limit was not always enough; inconclusive means no clear call, values can overlap the other calls
PrPC TRFRET: inhibitors of human cell surface prion protein PrPC. P04156. TR-FRET read-out. inhibition, % at 13.8 µM. 370,000 compounds, 0.43% hits. AID 720596; in the data active means inhibition above about 24%; further: 0% = median of the test wells and 100% = reference compound wells
Y pestis TopoI: Y. pestis Topo-I inhibition via cleavage products | activity, % at 10 µM | Y. pestis Topo-I cleavage product accumulation, plate reader | 360,000 compounds, 0.064% hits; in the data active means activity above about 50%, passing the limit was not always enough; inconclusive means no clear call, values can overlap the other calls; further: inactives centre near 2
Anthrax LF inh2: inhibitors of Bacillus anthracis lethal factor protease. multiplex microsphere protease cleavage assay, LF. AID 588501. 360,000 compounds, 0.12% hits. inhibition, % at 10 µM. P15917; further: plate controls were buffer without enzyme for full effect and enzyme alone for no effect
BoNT-F LC inh: BoNT F light chain protease inhibition; 360,000 compounds, 0.22% hits; Multiplex microsphere protease cleavage assay, flow cytometry; inhibition, % at 10 µM; in the data active means inhibition above about 35%, passing the limit was not always enough; inconclusive means no clear call, values can overlap the other calls; further: plate controls were buffer without enzyme for full effect and enzyme alone for no effect
TcdB inh: blocks C. difficile toxin B glycohydrolase activity. inhibition, % at 9.99 µM. P18177. TcdB glycohydrolase enzymatic assay, plate reader. 350,000 compounds, 0.24% hits; in the data active means inhibition above about 10%
Target sequence (P18177 whole entry, looked up): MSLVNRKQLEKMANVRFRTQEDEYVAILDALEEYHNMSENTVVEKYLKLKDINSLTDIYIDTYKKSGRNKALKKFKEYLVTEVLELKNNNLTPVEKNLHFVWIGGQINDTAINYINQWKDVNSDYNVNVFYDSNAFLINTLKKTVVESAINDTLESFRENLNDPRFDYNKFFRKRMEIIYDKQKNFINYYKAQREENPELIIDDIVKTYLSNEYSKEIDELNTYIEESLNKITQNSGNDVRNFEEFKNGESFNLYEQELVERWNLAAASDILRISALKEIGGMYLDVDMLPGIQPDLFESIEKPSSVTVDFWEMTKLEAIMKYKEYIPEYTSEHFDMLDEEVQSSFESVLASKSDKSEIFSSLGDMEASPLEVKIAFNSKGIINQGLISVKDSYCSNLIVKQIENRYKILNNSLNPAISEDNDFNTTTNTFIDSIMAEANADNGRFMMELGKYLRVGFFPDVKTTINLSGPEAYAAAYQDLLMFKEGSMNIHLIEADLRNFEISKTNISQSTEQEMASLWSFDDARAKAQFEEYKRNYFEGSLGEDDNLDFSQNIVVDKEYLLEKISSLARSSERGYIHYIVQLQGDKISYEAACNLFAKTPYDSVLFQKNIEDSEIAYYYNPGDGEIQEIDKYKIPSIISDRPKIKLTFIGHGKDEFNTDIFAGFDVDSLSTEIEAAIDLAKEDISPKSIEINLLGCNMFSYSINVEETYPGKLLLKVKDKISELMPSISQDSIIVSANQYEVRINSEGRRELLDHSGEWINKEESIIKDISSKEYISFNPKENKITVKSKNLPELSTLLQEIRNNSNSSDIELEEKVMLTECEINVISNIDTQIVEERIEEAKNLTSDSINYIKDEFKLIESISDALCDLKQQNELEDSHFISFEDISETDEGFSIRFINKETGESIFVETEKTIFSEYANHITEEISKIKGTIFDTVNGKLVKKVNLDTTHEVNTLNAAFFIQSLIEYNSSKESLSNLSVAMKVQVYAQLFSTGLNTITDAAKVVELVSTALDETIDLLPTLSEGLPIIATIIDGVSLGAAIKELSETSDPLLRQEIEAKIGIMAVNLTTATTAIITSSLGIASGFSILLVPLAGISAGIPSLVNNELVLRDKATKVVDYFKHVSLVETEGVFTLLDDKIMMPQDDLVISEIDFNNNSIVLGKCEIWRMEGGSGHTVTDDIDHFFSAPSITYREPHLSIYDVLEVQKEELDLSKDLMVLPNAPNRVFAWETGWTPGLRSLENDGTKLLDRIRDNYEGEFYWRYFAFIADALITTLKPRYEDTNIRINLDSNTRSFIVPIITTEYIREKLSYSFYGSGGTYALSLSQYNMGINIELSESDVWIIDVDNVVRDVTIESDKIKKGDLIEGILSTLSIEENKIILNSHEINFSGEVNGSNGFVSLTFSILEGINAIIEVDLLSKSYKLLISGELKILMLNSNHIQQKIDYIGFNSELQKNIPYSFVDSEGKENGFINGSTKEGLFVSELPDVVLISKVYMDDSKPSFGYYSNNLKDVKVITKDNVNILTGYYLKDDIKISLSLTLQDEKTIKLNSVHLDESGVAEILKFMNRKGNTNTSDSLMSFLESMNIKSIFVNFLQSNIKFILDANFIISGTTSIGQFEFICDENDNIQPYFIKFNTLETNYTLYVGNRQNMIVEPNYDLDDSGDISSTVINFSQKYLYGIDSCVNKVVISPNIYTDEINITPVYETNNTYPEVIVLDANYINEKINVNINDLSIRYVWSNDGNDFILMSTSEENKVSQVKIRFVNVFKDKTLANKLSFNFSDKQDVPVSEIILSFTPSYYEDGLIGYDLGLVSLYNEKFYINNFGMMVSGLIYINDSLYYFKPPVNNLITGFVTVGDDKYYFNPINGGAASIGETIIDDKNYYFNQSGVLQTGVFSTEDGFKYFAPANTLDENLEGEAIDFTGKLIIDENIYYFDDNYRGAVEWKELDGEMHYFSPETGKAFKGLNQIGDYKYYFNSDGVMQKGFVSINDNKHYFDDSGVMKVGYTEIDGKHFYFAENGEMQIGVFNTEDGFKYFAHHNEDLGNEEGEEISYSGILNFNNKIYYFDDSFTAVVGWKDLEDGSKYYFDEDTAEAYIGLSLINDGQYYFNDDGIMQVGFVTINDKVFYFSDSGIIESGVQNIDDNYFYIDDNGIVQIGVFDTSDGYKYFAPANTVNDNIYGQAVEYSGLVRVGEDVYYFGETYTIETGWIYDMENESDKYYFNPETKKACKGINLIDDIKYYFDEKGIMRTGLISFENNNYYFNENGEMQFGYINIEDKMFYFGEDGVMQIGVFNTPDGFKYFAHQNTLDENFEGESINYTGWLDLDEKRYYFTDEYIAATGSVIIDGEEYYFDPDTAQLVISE
BoNT A protease: blocks Botulinum neurotoxin A light chain protease; multiplex microsphere protease substrate cleavage, flow cytometry; inhibition, % at 10 µM; 360,000 compounds, 0.17% hits; AID 588499; further: plate controls were buffer without enzyme for full effect and enzyme alone for no effect
CCHF vOTU inh: blocks the CCHF virus ovarian tumor domain protease. CCHFV vOTU protease, Pep-AMC fluorescence. inhibition, % at 11.5 µM. 370,000 compounds, 0.55% hits; in the data active means inhibition above about 30%; further: 0% = vehicle wells with enzyme and 100% = no enzyme wells
PfHsp40 yeast: compounds rescuing yeast from Plasmodium falciparum HSP40 toxicity; S. cerevisiae expressing PfHsp40, growth rescue, ATP luminescence; growth rescue, % at 12.5 µM; 340,000 compounds, 0.68% hits; AID 504582; in the data active means growth rescue above about 28%, passing the limit was not always enough; inconclusive means no clear call, values can overlap the other calls;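 further: yeast W303a lacking pdr1 and pdr3 grown in galactose medium; growth measured after three days at 30 °C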
The depositor's hits bear a star; ? = inconclusive; . = not tested or not shown. Unless noted, no stated cut-off is given here; in the data, active means inhibition above about 30%; inconclusive means no clear call, values can overlap the other calls; inactive means below that.

SMILES | FadD28 binding | PrPC TRFRET | Y pestis TopoI | Anthrax LF inh2 | BoNT-F LC inh | TcdB inh | BoNT A protease | CCHF vOTU inh | PfHsp40 yeast
Cc1ccc(NC(=O)c2cc(N3C(=O)C4CC=CCC4C3=O)ccc2N2CCCCC2)cc1 (stereo not given) | 0.0 | 5 | 31 | -3 | -13 | . | -0.2 | -4 | 0.7
COc1ccc(Cl)cc1S(=O)(=O)NCc1nc2nc(C)cc(C)n2n1 | 0.5 | -2 | 2 | -12 | 6 | 0.4 | 0.0 | 1 | 0.2
NC(=O)CC(NC(=O)c1ccccc1)c1ccc(NCCc2ccc(F)cc2)c([N+](=O)[O-])c1 (stereo not given) | -1.0 | 10 | 1 | -8 | 0 | 10* | -0.2 | -1 | -0.2
CC1(C)CC(=O)c2c(noc2-c2ccccc2)C1 | -1.6 | 4 | 16 | -9 | 18 | . | -0.1 | 4 | 0.8
O=C(CNC(=O)c1n[nH]c2ccccc12)Nc1cc(Cl)ccc1Cl | -1.9 | 6 | -3 | -6 | 0 | 1.9 | 0.5 | 15 | -1.0
CNc1nc(NCCOc2ccccc2)c2sccc2n1 | -0.4 | . | -5 | 0 | -5 | . | -0.1 | . | .
COc1ccc(C(=O)NCC(=O)OCc2ccc(F)cc2Cl)cc1OC | -2.6 | 5 | -1 | 0 | -9 | -0.2 | 0.0 | 3 | -1.1
CCOc1ccc(C(C)NC(=O)c2ccccc2OCc2c(C)noc2C)cc1OCC (stereo not given) | -1.8 | 8 | 8 | -2 | 2 | 0.5 | -1.2 | 17 | 1.0
COc1cc(NC(=O)Nc2ccc(C)cc2)cc([N+](=O)[O-])c1 | -2.6 | 8 | -6 | -1 | -4 | 0.8 | -1.3 | -13 | -0.5
COC(=O)C1=C(C)N(C)C(=S)N(C)C1c1cccc(Br)c1 (stereo not given) | 1.6 | 0 | -1 | 1 | 3 | 0.7 | 0.5 | -2 | -1.8
CC1(C)Cc2ccccc2-c2nnc(SCC(=O)N3CCc4ccccc43)n21 | -4.1 | 2 | -9 | -3 | -3 | . | -2.5 | -6 | 0.7
Cc1ccc(CNC(=O)CCC(=O)Nc2nnc(C3CCCCC3)s2)cc1 | -1.9 | -5 | -3 | -3 | ? | -3.3 | 5.4 | -1 | 1.4
c1cnc(N2CCN(c3nc4ccccc4n4cnnc34)CC2)nc1 | -1.3 | -7 | 1 | 1 | 3 | . | 3.7 | 13 | 0.9
Cn1cccc1C(=O)OCC(=O)Nc1sccc1C#N | -1.7 | -3 | -1 | 3 | 2 | 0.2 | -0.1 | 9 | 0.5
COc1ccc(CCNC(=O)CCNS(=O)(=O)c2cc(Br)cnc2N)cc1OC | -0.8 | 0 | -7 | -1 | 3 | 1.6 | -0.6 | -15 | -1.3
Cc1cccc(Oc2cc(NC(=O)Cn3cnc([N+](=O)[O-])n3)cc([N+](=O)[O-])c2)c1 | -4.3 | -15 | -25 | -2 | -5 | . | 0.0 | 33* | -0.3
O=C(COc1ccccc1Br)Nc1ccc2c(c1)OCCCO2 | . | -3 | 34 | -4 | -20 | 0.5 | -2.9 | 6 | -2.3
Cc1oc2cc([N+](=O)[O-])c(O)c([N+](=O)[O-])c2c1C(=O)c1ccc(Br)cc1 | -0.6 | -17 | 5 | 2 | -4 | 0.1 | -0.4 | 5 | 0.9
Cc1c(Cl)c(C(F)(F)F)nn1CC(=O)N1CCSCC1 | -2.2 | 3 | -2 | -8 | 8 | . | 0.7 | 15 | 0.2
CS(=O)(=O)c1cccc(C(=O)OCC(=O)Nc2ccc3c(c2)OCO3)c1 | -0.3 | 0 | 4 | -9 | -2 | 0.9 | 0.1 | 7 | 0.0

Some of these compounds in order of length of the SMILES, rising.
SMILES | FadD28 binding | PrPC TRFRET | Y pestis TopoI | Anthrax LF inh2 | BoNT-F LC inh | TcdB inh | BoNT A protease | CCHF vOTU inh | PfHsp40 yeast
Cn1cccc1C(=O)OCC(=O)Nc1sccc1C#N | -1.7 | -3 | -1 | 3 | 2 | 0.2 | -0.1 | 9 | 0.5
O=C(COc1ccccc1Br)Nc1ccc2c(c1)OCCCO2 | . | -3 | 34 | -4 | -20 | 0.5 | -2.9 | 6 | -2.3
Cc1c(Cl)c(C(F)(F)F)nn1CC(=O)N1CCSCC1 | -2.2 | 3 | -2 | -8 | 8 | . | 0.7 | 15 | 0.2
c1cnc(N2CCN(c3nc4ccccc4n4cnnc34)CC2)nc1 | -1.3 | -7 | 1 | 1 | 3 | . | 3.7 | 13 | 0.9
COC(=O)C1=C(C)N(C)C(=S)N(C)C1c1cccc(Br)c1 (stereo not given) | 1.6 | 0 | -1 | 1 | 3 | 0.7 | 0.5 | -2 | -1.8
Cc1ccc(CNC(=O)CCC(=O)Nc2nnc(C3CCCCC3)s2)cc1 | -1.9 | -5 | -3 | -3 | ? | -3.3 | 5.4 | -1 | 1.4
COc1ccc(Cl)cc1S(=O)(=O)NCc1nc2nc(C)cc(C)n2n1 | 0.5 | -2 | 2 | -12 | 6 | 0.4 | 0.0 | 1 | 0.2
CC1(C)Cc2ccccc2-c2nnc(SCC(=O)N3CCc4ccccc43)n21 | -4.1 | 2 | -9 | -3 | -3 | . | -2.5 | -6 | 0.7
CCOc1ccc(C(C)NC(=O)c2ccccc2OCc2c(C)noc2C)cc1OCC (stereo not given) | -1.8 | 8 | 8 | -2 | 2 | 0.5 | -1.2 | 17 | 1.0

(further entries)
SMILES | FadD28 binding | PrPC TRFRET | Y pestis TopoI | Anthrax LF inh2 | BoNT-F LC inh | TcdB inh | BoNT A protease | CCHF vOTU inh | PfHsp40 yeast
O=[N+]([O-])c1ccccc1Oc1cnc2ccccc2n1 | -3.1 | -8 | 1 | -2 | -2 | 2.0 | 0.2 | -2 | 0.3
Clc1nc(NCc2ccco2)nc(N2CCCCC2)n1 | -2.5 | 8 | 21 | -3 | -4 | -1.6 | -1.1 | -4 | -1.2
CCOC(=O)N1CCC(NC(=O)CCc2ccccc2)CC1 | -4.1 | -6 | 7 | 24 | 10 | 0.2 | 0.1 | -10 | 0.7
CC(CCc1ccccc1)NC(=S)NC(=O)c1ccco1 (stereo not given) | -1.4 | 9 | 21 | -3 | -7 | -2.4 | -1.4 | 22 | 3.8
COc1ccccc1OCC(=O)NCCSCc1cccc(Cl)c1 | -5.7 | 9 | 33 | 0 | 2 | . | 0.7 | 10 | 6.0
CCOC(=O)N(Cc1ccccc1)Cc1ccc(C(=O)N[C@@H](Cc2ccccc2)C(=O)O)cc1 | -2.9 | -1 | 2 | -11 | ? | -2.6 | ? | 9 | -1.3
FC(F)(F)c1ccc(N2CCN(c3ncnc4c3nnn4Cc3ccccc3Cl)CC2)cc1 | -3.3 | 3 | -5 | -5 | 2 | . | -0.2 | -11 | -0.2
Cc1cc(C)cc(C(=O)NC(CC(N)=O)c2ccc(NC3CCCCCC3)c([N+](=O)[O-])c2)c1 (stereo not given) | 0.4 | -3 | -1 | 3 | -3 | -0.2 | 0.4 | 6 | 0.5
CCNC(=S)N/N=C/c1ccc(C(=O)O)cc1 | -1.5 | -4 | -2 | -5 | -4 | -4.6 | -0.2 | 12 | -0.5
Cc1onc(-c2ccccc2Cl)c1C(=O)Nc1cccc(S(=O)(=O)N2CCOCC2)c1 | -3.8 | 4 | -9 | . | . | 0.7 | . | -6 | -0.3
CCOC(=O)CC(NC(=O)C1c2ccccc2Oc2ccccc21)c1ccccc1Cl (stereo not given) | -2.1 | 5 | -5 | 1 | 1 | 0.5 | -0.1 | 3 | -0.7
CCCCCc1c(C)nc(Nc2ccc(F)cc2)[nH]c1=O | -4.7 | 3 | 4 | -5 | -5 | . | 0.0 | -10 | -1.1
COc1ccc(S(=O)(=O)N2CCN(C(=O)C3CCCCC3)CC2)cc1 | 0.0 | 15 | 7 | 2 | 1 | 1.5 | -0.2 | -11 | 1.5
CN1c2ccccc2C(C)(C)C12C=Cc1cc(O)ccc1O2 (stereo not given) | 2.0 | 5 | 1 | -8 | -18 | 1.0 | 0.0 | 8 | 4.0
Clc1ccccc1-c1nn2c(-c3ccccn3)nnc2s1 | 0.1 | 9 | 4 | -2 | 0 | . | 0.1 | -1 | 1.3
O=C(CC1SC(=Nc2ccccc2)N(Cc2ccccn2)C1=O)Nc1cccc(Cl)c1 (stereo not given) | -3.6 | 7 | -1 | -2 | -4 | 0.8 | 1.8 | 13 | 1.7
COc1ccc2c(c1)C(=O)N1[C@H]3c4cc(Br)ccc4OC[C@@H]3[C@H](c3ccccc3)[C@]1(C)C(=O)N2 | -1.7 | . | 2 | -2 | -6 | . | -0.4 | . | 15
Cc1cc(N2CCC(C(=O)NC3CCCCC3)CC2)nc(-c2ccccc2)n1 | -1.6 | -6 | 0 | -1 | -13 | . | -1.8 | 1 | -0.3
CCC(C(=O)OCC(=O)Nc1ccc(F)cc1)c1ccccc1 (stereo not given) | . | -2 | -5 | -10 | -10 | 1.0 | -2.6 | 11 | 2.0
COC(=O)c1ccc(/C=N/NC(=O)CC(=O)NC2CCCCC2)cc1 | 0.0 | 2 | -4 | 2 | 5 | 0.5 | -0.9 | -10 | -0.5
O=C(NCc1ccccc1F)C1CCCN(S(=O)(=O)c2ccc(-n3cnnn3)cc2)C1 (stereo not given) | -0.7 | -5 | -1 | -4 | 11 | 0.2 | 0.7 | -3 | 0.6
CNC(=O)NNC(=O)c1onc(-c2c(Cl)cccc2Cl)c1C(=O)OC | -1.2 | 6 | 1 | 0 | ? | 2.9 | ? | -12 | 0.2
Cn1nc(C(F)(F)F)c(C(=O)Nc2ccc(F)cc2F)c1Cl | -3.1 | 0 | -10 | 5 | 2 | 0.9 | 0.6 | 6 | 0.5
CC(C(=O)O)C1SC(=O)NC1=O (stereo not given) | 0.1 | -4 | 1 | -4 | 2 | . | -0.4 | 3 | 1.6
COC(=O)Nc1ccc2c(c1)N(C(=O)CCCl)c1ccccc1S2 | -31 | . | 2 | 6 | 22 | 1.2 | 0.3 | . | 2.7
O=C(N/N=C/c1cccnc1)c1ccc2ccccc2c1O | -0.5 | -7 | -2 | 2 | -2 | -0.3 | 3.9 | -4 | 0.1
Cc1ccccc1OCC(=O)Nc1nc(-c2ccncc2)cs1 | -3.6 | 4 | 8 | 6 | -4 | 0.7 | -0.1 | 1 | 5.1
COc1ccc(N2CCN(C(=O)c3ccc(NS(=O)(=O)c4cccs4)cc3)CC2)cc1 | -1.5 | 7 | 9 | -6 | -3 | -3.1 | -0.7 | 10 | 1.4
CCOc1ccc(-c2cc(C(=O)NCCCn3ccnc3)c3cc(Br)ccc3n2)cc1 | -3.6 | 25* | 0 | -2 | -13 | -0.3 | -1.2 | -10 | -0.4
O=C(Cc1ccccc1)Nc1nnc(-c2ccco2)o1 | -1.0 | -2 | 8 | -4 | -1 | 0.5 | 0.0 | 1 | -0.8
O=c1[nH]cnc2c1ncn2[C@H]1CC[C@@H](CO)O1 | 0.1 | -4 | 2 | -8 | -2 | -0.5 | -0.2 | 1 | 11
CC(/C=N/Nc1nncc(=O)[nH]1)=C\c1ccccc1 | -1.9 | -7 | 2 | -2 | 5 | 0.6 | 1.2 | 11 | -0.9
Cc1ccc(OCCC(=O)OCC(=O)NC2CCCC(C)C2C)cc1 (stereo not given) | -3.6 | 1 | 31 | -3 | -19 | 0.6 | -1.8 | 11 | -0.8
O=C(c1ccccc1)c1cc[n+]([O-])cc1 | -1.1 | -11 | -2 | -6 | -2 | . | 0.7 | 1 | 1.9
Cc1nn(CCCC(=O)NC(C)c2ccccc2)c(=O)c2nn(-c3ccccc3)c(C)c12 (stereo not given) | -2.1 | -3 | 27 | -1 | 1 | 1.1 | 0.0 | 4 | -0.3
CC(Oc1ccc(Cl)cc1Cl)C(=O)NCCC1=CCCCC1 (stereo not given) | -1.9 | -7 | 49 | 0 | -4 | . | 0.3 | 19 | 2.2
CC(=O)c1cccc(NC(=O)CN2C(=O)COc3ccc(Cl)cc32)c1 | -1.1 | -5 | -3 | -2 | -4 | 0.8 | 0.4 | -11 | -1.8

An unsorted share of the library; 2.3% or so of the library scored in one or more.
